High-throughput results (PubChem BioAssay)
FLuc counter = inhibits or activates purified firefly luciferase, miR-21 counter-screen. Potency, µM (titrated, usually from 57.5 µM), for the others: at the top dose activity change, negative = inhibition, actives largely listed as inhibitors. purified FLuc, Km substrates, luminescence inhibition. actives 6.9% (n = 360,000). P08659;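 note: plate controls were vehicle for no effect and reference inhibitor for full effect; nearly all actives have a fitted effect of over 55% in size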
Target sequence (P08659 whole entry, looked up): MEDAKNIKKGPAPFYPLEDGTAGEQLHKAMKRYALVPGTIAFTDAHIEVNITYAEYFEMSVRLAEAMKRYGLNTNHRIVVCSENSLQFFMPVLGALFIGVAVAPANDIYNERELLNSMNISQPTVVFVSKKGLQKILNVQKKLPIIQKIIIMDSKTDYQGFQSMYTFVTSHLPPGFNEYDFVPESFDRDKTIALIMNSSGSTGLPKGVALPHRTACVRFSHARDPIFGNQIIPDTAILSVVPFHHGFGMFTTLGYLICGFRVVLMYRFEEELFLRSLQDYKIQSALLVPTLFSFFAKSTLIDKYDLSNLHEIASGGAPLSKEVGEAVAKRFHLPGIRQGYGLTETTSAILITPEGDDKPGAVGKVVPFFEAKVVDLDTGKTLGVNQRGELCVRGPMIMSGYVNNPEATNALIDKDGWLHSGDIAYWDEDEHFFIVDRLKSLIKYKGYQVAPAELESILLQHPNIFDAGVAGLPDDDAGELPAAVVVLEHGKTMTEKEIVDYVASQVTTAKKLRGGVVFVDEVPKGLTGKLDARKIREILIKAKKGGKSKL
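Biochemical qHTS of compounds, final roughly 60 µM downward over six points, against 10 nM purified firefly luciferase using Km concentrations of substrates (10 uM D-luciferin, 10 uM ATP) in Tris acetate pH 7.5 buffer; luminescence output.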
BRCA1 expr up = activators of BRCA1 expression; MCF7-BRCA1-FFLuc reporter, luminescence, 48 h; response scale: scaled: vehicle 0%, 10 µM genistein 100%; Potency, µM (titrated, usually from 46.1 µM), without a hit: top-dose activation, most hits filed as activators; actives 1.1% (n = 380,000); AID 624202; note: nearly all actives have a fitted effect of over 80% in size; some results filed as inactive show a strong effect at the top dose
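MCF7-BRCA1-FFLuc, 2000 cells/well; 2 h attach, 37 °C/5% CO2; compound 48 h; luciferase substrate 15 min; luminescence end-point. Norm. to genistein 10 microM max activation and DMSO; concentration-response curves fitted.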
ELG1 genotoxic = induces genotoxicity in HEK293T cells with luciferase-tagged ELG1. Potency, µM (doses to about 46 µM), without a hit: top-dose activity change, positive = activation, usual class: activators. actives 1.3% (n = 330,000). HEK293T ELG1-luciferase reporter, luminescence, 16 h; note: % of control where 0% means no effect; nearly all actives have a fitted effect of over 60% in size
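After overnight (16 hr) compound treatment at 37 °C, ELG1-luciferase HEK293T cells were lysed with ONE-Glo; luminescence quantified 30 min later at room temperature.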
MBNL1-CUG inh = MBNL1-poly(CUG) RNA binding inhibition; actives 0.036% (n = 280,000); TR-FRET MBNL1-His/biotin-(CUG)12 binding, 665/545 ratio; Q9NR56; Potency, µM (series often up to 57.5 µM), for inactives: at the top dose activity change, negative = inhibition, hits mostly inhibitors; AID 2675; active = well fitted inhibition curve with a large enough effect in the signal ratio, with a control signal flat, not every such curve was filed as active; inconclusive = small, poorly fitted or top-dose-only effect, or effect the other way, or a change in a side signal; inactive = no such curve, though single readings can be large or run the other way; the % refers to the signal ratio; note: % is set by controls: 0 for no effect and ±100 for the full control effect
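TR-FRET readout: Ex 340 nm, 665/545 nm emission ratio, normalized to buffer-only (basal) and MBNL1-(CUG)12 controls. Complex of MBNL1-His with Biotin-(CUG)12, compounds 92 nM–58 uM, incubated 60 min at room temperature.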
p53 reactivator = re-activators of mutant p53. H1299 p53-A138V BP100-luciferase reporter, luminescence, 24 h. Potency, µM (series often up to 92.2 µM), inactives show top-dose activity change, positive = activation, usual class: activators. actives 0.063% (n = 320,000); note: % of control where 0% means no effect; nearly all actives have a fitted effect of over 45% in size
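p53-null H1299 cells stably carrying temperature-sensitive p53-A138V and a BP100-luciferase reporter were pinned with compounds (4-point, 1:5 series) and held 24 hrs at 37 deg C. Luminescence was read 10 min after detection reagent.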
CXXC DNA block = MLL CXXC-DNA interaction inhibition | MLL-CXXC / FITC-HOXA9 DNA fluorescence polarization | Potency, µM (titrated, usually from 115 µM), without a hit: at the highest dose activity change, negative = inhibition, actives largely listed as inhibitors | actives 0.037% (n = 290,000); active = well fitted inhibition curve with a large enough effect in the polarisation, with a control signal flat, not every such curve was filed as active; inconclusive = small, poorly fitted or top-dose-only effect, or effect the other way, or a change in a side signal; inactive = no such curve, though single readings can be large or run the other way; the % refers to the polarisation
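Fluorescence polarization: 7 uM MLL-CXXC (stock) preincubated 5 min with compounds, then 50 nM fluorescein-HOX-A9 DNA (stock) added; 30 min ambient. Buffer 50 mM Tris-HCl pH 7.5, 50 mM NaCl, 1 mM DTT, 0.05% BSA.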
uPA generation = inhibitors of cell surface uPA generation. cell surface uPA generation assay, qHTS. Potency, µM (top dose mostly 38.3 µM), for the others: top-dose activity change, negative = inhibition, actives largely listed as inhibitors. actives 0.31% (n = 330,000). AID 540303; active = well fitted inhibition curve with a large enough effect; inconclusive = small, poorly fitted or top-dose-only effect; inactive = no such curve, though single readings can be large or run the other way; tested in mouse RAW 264.7 cells; note: % is set by controls: 0 for no effect and ±100 for the full control effect; nearly all actives have a fitted effect of over 55% in size
Gal4-VP16 FLuc = inhibits Gal4-VP16 luciferase reporter, ROR gamma counter-screen; actives 3.5% (n = 310,000); Drosophila S2 Gal4-VP16 UAS-luciferase, luminescence, 20 h; Potency, µM (highest dose often 53.6 µM), without a hit: top-dose activity, negative = inhibition, actives largely listed as inhibitors;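 note: Gal4-VP16 expression switched on by copper sulfate through the metallothionein promoter; % is set by controls: 0 for no effect and ±100 for the full control effect; nearly all actives have a fitted effect of over 50% in size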
RORgamma inh = blocks mouse ROR gamma transcriptional activity | P51450 | Drosophila S2 Gal4-RORgamma UAS-luciferase reporter, 20 h | Potency, µM (titrated, usually from 53.6 µM), for the others: at the top dose activity change, negative = inhibition, usual class: inhibitors | actives 5.4% (n = 310,000); note: % is set by controls: 0 for no effect and ±100 for the full control effect; nearly all actives have a fitted effect of over 60% in size
Target sequence (P51450 whole entry, looked up, the tested form may be a part): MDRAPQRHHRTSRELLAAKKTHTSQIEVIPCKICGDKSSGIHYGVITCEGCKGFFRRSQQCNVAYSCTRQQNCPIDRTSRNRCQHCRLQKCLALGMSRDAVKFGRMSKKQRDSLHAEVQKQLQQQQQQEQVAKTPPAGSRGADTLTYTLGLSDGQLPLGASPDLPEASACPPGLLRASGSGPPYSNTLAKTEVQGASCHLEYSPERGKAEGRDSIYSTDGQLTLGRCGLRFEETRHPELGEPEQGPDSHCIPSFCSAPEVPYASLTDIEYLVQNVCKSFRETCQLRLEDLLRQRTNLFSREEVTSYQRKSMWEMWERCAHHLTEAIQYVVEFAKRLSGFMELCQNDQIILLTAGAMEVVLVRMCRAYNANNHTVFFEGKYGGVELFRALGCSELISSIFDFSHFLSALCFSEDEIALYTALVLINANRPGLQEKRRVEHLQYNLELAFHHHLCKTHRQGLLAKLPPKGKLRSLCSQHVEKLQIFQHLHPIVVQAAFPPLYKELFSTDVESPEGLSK
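Drosophila Schneider cells stably carrying a metallothionein-driven Gal4 DBD–ROR gamma fusion and a UAS-Photinus luciferase reporter were exposed to compound for 1 hr, then induced with copper sulfate (700 uM final) for 20 hr at ambient temperature before luminescence reading.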
Rab9 promoter act = Rab9 promoter activation. Huh7 Rab9 promoter-luciferase reporter, luminescence, 24 h. Potency, µM (highest dose often 9.22 µM), for the others: at the highest dose activation, negative = inhibition, hits mostly activators. actives 2.8% (n = 320,000); note: % of control where 0% means no effect; nearly all actives have a fitted effect of over 60% in size
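Cell-based reporter: Huh7 stable for Rab9 promoter-driven luciferase, plated in reduced-serum medium with 10% FBS at 1500 cells/well, compound-treated 24 h at 37 °C, luminescence read after 10 min reagent.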
NPC1 promoter act = NPC1 promoter activation | Huh7 NPC1 promoter luciferase reporter, 24 h | actives 2.4% (n = 320,000) | Potency, µM (top dose mostly 9.22 µM), for inactives: at the top dose activation, most hits filed as activators;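 note: % of control where 0% means no effect; nearly all actives have a fitted effect of over 60% in size; reporter is driven by a mutant NPC1 promoter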
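Cells: Huh7 expressing luciferase under the NPC1 promoter, 1500/well. Seeded 2 h, compound added, incubated 24 h at 37 °C. Luciferase reagent, 10 min ambient, then luminescence.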
Numbers without * were called inactive; ? = inconclusive; . = no result given; [ ] = another dose, or the depositor's remark. Unless noted, calls come from the whole dose curve; as a rule, active = well fitted curve in the direction sought with a large enough effect; inconclusive = small, poorly fitted or top-dose-only effect, or another doubt; inactive = no such curve, though single readings can be large; an effect the other way counts as inactive or inconclusive. Potency is the fitted concentration of half-maximal effect. This is a subset; the hit share may differ from the screen's.

canonical_smiles	ELG1 genotoxic	uPA generation	p53 reactivator	BRCA1 expr up	NPC1 promoter act	Gal4-VP16 FLuc	RORgamma inh	CXXC DNA block	FLuc counter	MBNL1-CUG inh	Rab9 promoter act
Cc1cc(C)n2nc(C(=O)N3CCCC(Nc4ccc(F)c(F)c4)C3)cc2n1 (stereo not given)	9%	5%	26%	-2%	-2%	-1%	-4%	39%[activator]	5%	-1%	5%
CCOC(=O)N1CCN(S(=O)(=O)CCNC(=O)c2cccc(OC)c2)CC1	0%	0%	-2%	24%	-1%	.	.	.	0%	.	0%
CN(CCNS(=O)(=O)c1ccc2c(c1)oc(=O)n2C)Cc1ccccc1	3%	4%	-6%	24%	-3%	-2%	5%	6%	6%	-4%	-1%
CCOc1ncccc1C(=O)NNC(=O)c1csc(N2CCOCC2)n1	-6%	2%	6%	-36%	0%	.	.	.	-18%	.	-2%
Cc1cc2cc(CNC(=O)NC3CCCCC3)ccc2[nH]1	?	7%	?	58%	14%	-4%	?	-3%	?	-1%	3%
Cc1cccc(NC(=S)N=Nc2c(O)n(CN3CCOCC3)c3ccccc23)c1C	7%	?	5%	-73%	1%	1.1µM*	0.71µM*	4%	8%	16%	-9%
NC(=O)N/N=C/c1cccc(OCc2ccc(F)cc2)c1	10%	-1%	15%	11%	-1%	9%	2%	2%	-19%	4%	-6%
Cc1ccc(-c2nnc(SCC(=O)Nc3sc(C)c(C)c3C#N)n2C)cc1	3%	2%	2%	4%	-5%	13%	26%	9%	1%	26%	-1%
CCCCN1C(=O)C(=Nc2cccc3cnccc23)c2ccccc21	-8%	-9%	-1%	-3%	-2%	12%	-19%	1%	-15%	?	-4%
N=c1oc2ccc([N+](=O)[O-])cc2cc1C(=O)NCc1ccccc1	6%	-9%	-2%	0%	-7%	-9%	-16%	-2%	0%	?	-1%
COc1ccc(CN2CC(C(=O)NCc3cccc(OC)c3)CC2=O)cc1 (stereo not given)	-2%	2%	-2%	1%	-3%	-8%	11%	6%	-2%	3%	4%
Cc1nc(CNS(=O)(=O)c2ccc3c(c2)CCCC3)cs1	17%	-10%	6%	-15%	-5%	-8%	-9%	0%	-15%	-3%	-15%
O=C1C2CCCCN2C(=O)N1CCCCN1CCN(c2cccc(Br)c2)CC1 (stereo not given)	-6%	?	.	-23%	2%	.	.	-3%	1%	5%	7%
C=CCn1c(SCC(=O)Nc2ccc(C)cc2C)nnc1-c1cccnc1	5%	8%	-4%	1%	0%	2%	?	2%	7%	-14%	-2%
CCCCC(=O)NC(NC(=O)CCCC)c1ccc(OCC(C)C)c(OC)c1	7%	-5%	3%	17%	-2%	0%	4%	11%	2%	0%	-5%
CC(C)(C)NC(=O)NC(=O)COC(=O)C1(C)CC1(Cl)Cl (stereo not given)	6%	1%	4%	9%	0%	2%	-19%	-2%	-1%	-5%	-1%
COc1ccc(-c2nnnn2C)cc1S(=O)(=O)Nc1ccc(C)cc1C	1%	0%	-1%	1%	-3%	-17%	-2%	-15%	0%	-2%	-2%
CCOC(=O)c1[nH]c(C)c(/C(O)=C2\C(=O)C(=O)N(CCN(C)C)C2c2ccncc2)c1C (stereo not given)	2%	3%	8%	3%	-1%	0%	3%	4%	1%	-3%	-3%
CC/C(=N\NC(=O)c1ccc(Br)cc1)c1ccccc1	5%	0%	9%	50%	18%	23%	?	2%	?	-14%	15%
O=c1c2c3c(sc2nc2n1CCCCC2)CCCCC3	?	.	.	.	3.5µM*	10%	38%	4%	13µM*	?	3.5µM*
O=C(Oc1ccccc1C(=O)N1CCOCC1)c1ccc(F)cc1	-3%	5%	-2%	15%	3%	-9%	3%	9%	1%	-15%	-1%
CNC(=O)/C(=C\c1ccco1)NC(=O)c1ccco1	-5%	1%	.	-19%	-1%	-9%	-7%	-4%	-1%	7%	-2%
Cn1cc(-c2nnnn2-c2ccccc2)c(=O)c2ccccc21	0%	0%	4%	0%	1%	-8%	-14%	-11%	4%	6%	2%
O=C(CSc1nc2ncc(Br)cc2[nH]1)c1ccc([N+](=O)[O-])cc1	-3%	-6%	?	-23%	-1%	-85%	-80%	5%	1%	?	0%
COc1ccc(NC(=O)COC(=O)CC2CC3CCC2C3)c([N+](=O)[O-])c1 (stereo not given)	0%	0%	-4%	?	-2%	15%	10%	-2%	-19%	?	-8%
CC(C)=CCN1CCN(Cc2cc(F)ccc2-n2nc(C)cc2C)CC1CCO (stereo not given)	-2%	-2%	-1%	-16%	-5%	4%	-14%	14%	3%	-10%	-2%
COc1ccccc1CCNC(=O)CN1C(=O)NC2(CCCC2)C1=O	5%	3%	1%	-12%	-3%	.	.	.	1%	.	-4%
C=CCOc1c(Br)cc(/C=N/NC(=O)Cc2ccc(C(F)(F)F)cc2[N+](=O)[O-])cc1OC	8%	-4%	3%	-53%	-2%	18µM*	?	-20%	1%	.	-3%
Cc1cccc(C(=O)N2CCC(=O)N(C(COCc3ccc(Cl)cc3)Cc3ccccc3)CC2)c1 (stereo not given)	-6%	-25%	-7%	-15%	-3%	-4%	20%	0%	0%	3%	-11%
O=C(Nc1ncc(Cc2ccccc2)s1)C1CCCO1 (stereo not given)	?	-25%	?	?	1.1µM*	?	?	6%	4.3µM*	4%	2.2µM*
O=C1CN(C(=O)COC(=O)CCC(=O)c2ccc3c(c2)OCCO3)c2ccccc2N1	2%	1%	12%	20%	1%	1%	-11%	-8%	-6%[2.3 µM]	-12%	-2%
Cc1ccc(CCNC(=O)C2CCC(=O)N2Cc2ccc(F)cc2)cc1 (stereo not given)	0%	1%	-1%	12%	-6%	6%	0%	23%	2%	-4%	-3%
Fc1ccccc1CNc1cc(Cl)cc(Cl)c1	-3%	2%	2%	11%	-6%	-19%	?	4%	1%	-9%	4%
C/C(CC(=O)NC(C)(C)C)=N\NC(=O)COc1ccc(C)cc1Br	1%	.	3%	4%	-3%	3%	-25%	0%	0%	-1%	-1%
CCn1c(=O)cc(OCC(=O)NCCc2ccc(OC)c(OC)c2)c2ccccc21	4%	-5%	-3%	-34%	-5%	10%	9%	5%	-3%	-6%	-2%
COc1ccc(-c2cn(CCN)c(-c3ccncc3)n2)cc1	1%	3%	2%	-24%	-2%	.	.	.	8%	.	-1%
CCn1c(C(C)NC(=O)c2ccc(C)cc2)n[nH]c1=S (stereo not given)	0%	11%	6%	-4%	-1%	0%	-40%	4%	1%	-2%	-1%
Cc1ccc(NC(=O)CN2C(=O)C(=O)N(C3CCCC3)C2=O)cc1Cl	1%	13%	-3%	7%	-5%	.	.	.	6%	.	-7%
Cc1cc2nc3c(=O)n(CCc4ccccc4)c(=O)[nH]c3nc2cc1N	-3%	3%	-1%	6%	-3%	-2%	?	?	2%	?	-1%
CC(=O)c1cccc(NC(=O)C2=CN3CCS(=O)(=O)N=C3C=C2)c1	-1%	4%	5%	3%	-4%	.	.	.	-18%	.	1%
Cc1c(C(=O)OC2CCCC2C)[nH]c2c1C(=O)CCC2 (stereo not given)	?	-10%	?	72%	30%	-15%	?	23%	?	1%	?
C/C=C(\C)C(=O)NCCN1C2=NC[C@H](C)N2C[C@@H]1Cc1ccc(OC)cc1	-3%	0%	-3%	8%	-2%	-20%	6%	9%	4%	1%	-2%
O=C(NCc1ccccc1)C(c1ccco1)N(C(=O)c1ccccn1)c1ccccc1 (stereo not given)	-11%	10%	-3%	0%	-4%	-13%	14%	4%	2%	-2%	-1%
O=C(NCc1ccccc1)c1ccc2ccccc2n1	3%	3%	?	-1%	1%	21%	28%	-6%	-11%	12%	0%
CCc1ccc(CN(C)C(=O)CCc2nc3ccccc3n(-c3ccc(OC)cc3)c2=O)cc1	-9%	-7%	-3%	-84%	0%	?	2%	1%	-17%	.	-5%
CCCN1Cc2cccc(C(=O)Nc3cc(OC)cc(OC)c3)c2C1=O	-2%	.	2%	8%	0%	-11%	-20%	1%	-11%	-6%	-1%
